All columns: NCI-60 one-dose screen, growth in % after 48 h at 10 µM unless noted; 100 = growth as untreated, 0 = no growth, -100 = all killed.
SNB-19: SNB-19 CNS cancer cells; AID 1794751; 2.5% of 81,000 active
SF-295: SF-295 CNS cancer cells; 5.6% of 79,000 active; AID 1794758
PC-3: PC-3 prostate cancer cells | 3.9% of 80,000 active
HCC-2998: HCC-2998 colon cancer; 4.7% of 79,000 active
SF-268: SF-268 CNS cancer cells. 3.1% of 82,000 active. AID 1794759
SNB-75: SNB-75 CNS cancer | AID 1794750 | 5% of 79,000 active
U251: U251 CNS tumor cells; 5.4% of 80,000 active; AID 1794753
SF-539: SF-539 CNS cancer; 6.8% of 81,000 active
DU-145: DU-145 prostate cancer | 4.2% of 81,000 active
Active calls of the source: *; nt = no result given; [ ] = remark or other dose. How the source made its calls: active means growth percent below 10; inactive means the rest.

SMILES | SNB-19 | SF-295 | PC-3 | HCC-2998 | SF-268 | SNB-75 | U251 | SF-539 | DU-145
C#C[C@@]1(O)[C@@H](CO)O[C@@H](n2cc(F)c3c(N)ncnc32)[C@@H]1O | 21 | -23* | 5.0* | -27* | 16 | -34* | 8.6* | 0.9* | 2.8*
C/C(=N\NC(=O)CSc1nc2ccccc2c(=O)n1CCc1ccc(S(N)(=O)=O)cc1)c1ccc(F)cc1 | 74 | 90 | 51 | 79 | 75 | 70 | 52 | 61 | 91
COC(=O)Cc1ccc([N+](=O)[O-])cc1[N+](=O)[O-] | 98 | 104 | 94 | 108 | 109 | 90 | 97 | 97 | 108
N=C(N)CCCCCCCCC(=N)N | 40 | 63 | 87 | 89 | 78 | 75 | 35 | 60 | 62
O=S(=O)(Nc1cccnc1Sc1ccccc1)c1cc(Cl)ccc1Cl | 112 | 95 | 100 | 99 | 97 | 92 | 91 | 102 | 101
O=C(Cc1c[nH]c2ccccc12)N=Nc1c(O)[nH]c2ccc([N+](=O)[O-])cc12 | 102 | 96 | 90 | 120 | 97 | 95 | 104 | 86 | 103
O=C(Nc1ccccc1)Oc1cc(Cl)c(Cl)cc1Cl | 94 | 101 | 90 | 96 | 96 | 87 | 99 | 99 | 102
Cc1cccc(/C=N/Nc2cc(C)c3cccc(C)c3n2)n1 | 93 | nt | 52 | 108 | 101 | 119 | 79 | 88 | 101
COc1ccc(-c2cc(-c3cc(OC)ccc3OC)nc3sc(C(=O)c4ccccc4)c(N)c23)cc1 | 102 | 99 | 76 | 101 | 91 | 68 | 93 | 89 | 104
CN(C)c1cccc2ccccc12 | 109 | 96 | 82 | 116 | 103 | 79 | 111 | 105 | 110
CNC(=O)c1cc(Oc2ccc3nc(NC(=O)c4cc(C(F)(F)F)cc(C(F)(F)F)c4)sc3c2)ccn1 | 16 | 3.0* | 8.8* | 35 | 24 | 28 | 14 | 19 | 28
CCC(c1ccc(OC)cc1)C(CC)c1ccc(OC)cc1 (configuration not stated) | 107 | 113 | 91 | 98 | nt | 81 | 103 | 99 | nt
COc1cc2oc(-c3cccc(NC(=O)c4cc(N)ccc4C)c3)cc(=O)c2c(OC)c1OC | 100 | 96 | 94 | 105 | 98 | 114 | 95 | 92 | 103
Oc1ccc(/C=N/Nc2c3ccccc3nc3ccccc23)cc1 | 94 | 94 | 90 | 95 | 94 | 88 | 92 | 94 | 92
CS(=O)(=O)Nc1ccc(C(=O)NC(C(=O)NO)c2ccc(Cl)cc2)cc1 (configuration not stated) | 95 | 96 | 98 | 93 | 100 | 97 | 101 | 96 | 105
CC(=O)O[C@H]1CC[C@]2(C)[C@H]3CC=C4[C@@H]5CC(C)(C)CC[C@]5(C(=O)NCCCCNCCCN)CC[C@@]4(C)[C@]3(C)CC[C@H]2C1(C)C | 91 | 96 | 89 | 103 | 96 | 89 | 98 | 104 | 100
CCOC(=O)C(Cc1c[nH]c2ccccc12)C(=O)OCC | 98 | 96 | 83 | 100 | 93 | 91 | 101 | 103 | 104
COc1ccc(Br)c2c1C(=O)CC2 | 108 | 111 | 97 | 113 | 91 | 100 | 107 | 106 | 127
COc1ccc(/C=C/C(=O)c2cc3c(N)c(C(=O)Nc4cccc(Cl)c4C)sc3nc2C)cc1 | 5.3* | 13 | 23 | 1.2* | 12 | 21 | -20* | -41* | 7.3*
Brc1ccc(Br)c2cnccc12 | 103 | 100 | 101 | 98 | 102 | 102 | 101 | 102 | 104

Single records (already shown). Screens in order: SNB-19 | SF-295 | PC-3 | HCC-2998 | SF-268 | SNB-75 | U251 | SF-539 | DU-145
Entry for Oc1ccc(/C=N/Nc2c3ccccc3nc3ccccc23)cc1 : 94 | 94 | 90 | 95 | 94 | 88 | 92 | 94 | 92
Entry for CC(=O)O[C@H]1CC[C@]2(C)[C@H]3CC=C4[C@@H]5CC(C)(C)CC[C@]5(C(=O)NCCCCNCCCN)CC[C@@]4(C)[C@]3(C)CC[C@H]2C1(C)C : 91 | 96 | 89 | 103 | 96 | 89 | 98 | 104 | 100
Entry for CCOC(=O)C(Cc1c[nH]c2ccccc12)C(=O)OCC : 98 | 96 | 83 | 100 | 93 | 91 | 101 | 103 | 104
Entry for CS(=O)(=O)Nc1ccc(C(=O)NC(C(=O)NO)c2ccc(Cl)cc2)cc1 (configuration not stated) : 95 | 96 | 98 | 93 | 100 | 97 | 101 | 96 | 105

The list goes on:
SMILES | SNB-19 | SF-295 | PC-3 | HCC-2998 | SF-268 | SNB-75 | U251 | SF-539 | DU-145
c1ccc(-c2c3c(n(C4CCCCC4)c2-c2ccccc2)N=NN2CCN=C32)cc1 | 98 | 95 | 89 | 126 | 91 | 89 | 98 | 103 | 111
O=C1NN(c2cc(Cl)cc(Cl)c2)C(c2ccc3c(c2)OCO3)N2CCC[C@@H]12 (some centres not stated) | 101 | 95 | 94 | 90 | 94 | 90 | 100 | 105 | 101
Cn1cc(/C=C2\SC(=S)N(CCCC(=O)Nc3ccc(O)cc3)C2=O)c2ccccc21 | 84 | 98 | nt | 109 | 81 | 87 | 94 | 88 | 99
CC(C)(C)[Si](C)(C)OCC1OC(n2cnc3c(N)ncnc32)C2OC(=S)OC12 (configuration not stated) | 104 | 107 | 92 | 103 | 90 | 84 | 96 | 105 | 106
O=C(Nc1ccc(Cl)cc1)Nc1ccc(Cl)cc1 | nt | 94 | 92 | 99 | 107 | nt | 95 | 99 | 94
O=C1CCCN1c1cnc2ccccc2c1 | 96 | 95 | 110 | 95 | 99 | 91 | 98 | 95 | 106
O=C1NC(=O)C(c2ccccc2)(c2ccc(Cl)cc2)N1 (configuration not stated) | 101 | 110 | 93 | 92 | 96 | 87 | 102 | 97 | 100
OC1CCCCC1C1(NC(=S)Nc2ccccc2)CCCCC1 (configuration not stated) | 102 | 95 | 91 | 98 | 117 | 100 | 99 | 104 | 126
COC(=O)/C=C1/S/C(=N\N=C\c2ccc(OS(=O)(=O)C(F)(F)C(F)(F)C(F)(F)C(F)(F)F)cc2)N(c2ccccc2)C1=O | 99 | 103 | 105 | 105 | 98 | 111 | 105 | 91 | 106
CCNc1nnc2n(Cc3ccccc3)c(=O)c3c4c(sc3n12)CCCC4 | 64 | 69 | 70 | 84 | 100 | 91 | 76 | 60 | 78
[O-][n+]1onc(-c2ccccc2)c1COc1ccc(Nc2ncnc3c2cnn3-c2ccc(Br)cc2)cc1 | 103 | 101 | 97 | 106 | 101 | nt | 102 | 98 | 107
COc1ccc(/C=C2/SC(=O)N(c3nc(N4CCCC4)nc(N4CCCC4)n3)C2=O)cc1 | 99 | 99 | 83 | 86 | 105 | 85 | 91 | 98 | 122
CNCC[C@H](Oc1cccc2ccccc12)c1cccs1 | 98 | 94 | 69 | 79 | 88 | 61 | 85 | 97 | 115
COC(=O)Nc1cccc(Cl)c1OC | 112 | 82 | 103 | 104 | 107 | 99 | nt | 98 | 114
NS(=O)(=O)Oc1ccc(-c2ccc3occc3c2)cc1 | 101 | 96 | 100 | 96 | 100 | 100 | 101 | 103 | 116
CCSc1nc2sc3c(c2c(=O)n1-c1ccccc1)CCCCC3 | 104 | 94 | 92 | 117 | 101 | 102 | 100 | 101 | 101
COc1cc(CNC(=O)/C=C/c2ccc3c(c2)OCO3)ccc1OCc1cn(-c2ccc(Cl)c(Cl)c2)nn1 | 79 | 54 | 90 | 80 | 86 | 97 | 61 | 30 | 85
CC/C=C\C[C@H](O)C/C=C1\CC=C(CCO)C1=O | 95 | 100 | 90 | 115 | 102 | 111 | 84 | nt | 116
COC(=O)C1=C(C(=O)Nc2cccnc2)C2OC1(C(Cc1ccccc1)Oc1ccccc1)C1OC21 (configuration not stated) | 102 | 100 | 70 | 105 | 87 | 89 | 101 | 72 | 73
COc1cc(OCc2cccc(-c3ccc4c(c3)OCCO4)c2C)cc(OC)c1C=O | 73 | 72 | 65 | 70 | 70 | 81 | 86 | 78 | 78

Two of the compounds above, with values under each structure.
Below each SMILES – SNB-19 | SF-295 | PC-3 | HCC-2998 | SF-268 | SNB-75 | U251 | SF-539 | DU-145
O=S(=O)(Nc1cccnc1Sc1ccccc1)c1cc(Cl)ccc1Cl
    112 | 95 | 100 | 99 | 97 | 92 | 91 | 102 | 101
O=C1NN(c2cc(Cl)cc(Cl)c2)C(c2ccc3c(c2)OCO3)N2CCC[C@@H]12 (some centres not stated)
    101 | 95 | 94 | 90 | 94 | 90 | 100 | 105 | 101

More records follow.
SMILES | SNB-19 | SF-295 | PC-3 | HCC-2998 | SF-268 | SNB-75 | U251 | SF-539 | DU-145
COc1ccc2cc(-c3nc4ccc(C)cn4c3NCc3ccco3)c(=O)[nH]c2c1 | 35 | 75 | 46 | 96 | 72 | 56 | 75 | 65 | 72
CN(C)c1ccc(/C=C/c2cc[n+](C)c(/C=C/c3ccc(N(C)C)cc3)c2)cc1 | 27 | -3.2* | 4.0* | 12 | 24 | 22 | 15 | 27 | 23
O=C(NN1C(=O)CCC1=O)c1ccc(NC(=O)c2ccccn2)cc1 | 98 | 98 | 97 | 104 | 101 | 87 | 103 | 95 | 109
CC(=O)NS(=O)(=O)c1ccc(NCCc2c(C)nc3scc(-c4ccccc4)n3c2=O)cc1 | 96 | nt | 85 | 104 | 103 | 82 | 97 | 103 | 110
CN1C(=O)C2=C(NCCN(C(=O)Cc3ccc(C(F)(F)F)cc3)C2c2ccc(Cl)c(Cl)c2)C1(C)C (configuration not stated) | 98 | nt | 88 | 104 | 98 | 86 | 91 | 93 | 102
COc1ccc(CCNc2nc3c(c(=O)n(Cc4ccc(Br)cc4)c(=O)n3C)n2C)cc1OC | 95 | 89 | nt | 101 | 93 | 85 | 92 | 89 | 107
COc1cc(C2CC(c3ccc(Cl)cc3)=NN2C(C)=O)ccc1Oc1ccnc2cc(Cl)ccc12 (configuration not stated) | 71 | 18 | 58 | 59 | 58 | 33 | 44 | 40 | 37
CN(C)CC(O)(C(=O)O)C(=O)O | 93 | 106 | 90 | 104 | 101 | 79 | 101 | 98 | 114
CCOC(=O)NCCO | 103 | nt | 101 | 99 | 105 | 73 | 100 | 104 | 116
O=C(COc1ccc(NC(=O)Nc2ccccc2)cc1)N=Nc1c(O)[nH]c2ccc(Br)cc12 | 57 | 28 | 16 | 42 | 116 | 77 | 27 | 35 | 43
CCOC(=O)NCCNC(=O)c1ccc(OC)c(OC2CCCC2)c1 | 98 | 104 | 108 | 121 | 100 | 94 | 111 | 94 | 110
COc1ccc(-c2cs/c(=N\N=C\c3ccc(C#N)cc3)n2C)cc1 | 81 | 84 | 70 | 97 | 89 | 93 | 89 | 84 | 92
Cc1cc(N2CCCCC2)nc(N(CCNc2ccnc3cc(Cl)ccc23)Cc2ccccn2)n1 | 75 | 22 | 45 | 85 | 72 | 80 | 42 | 39 | 62
COC(=O)[C@]12C3=CC=C[C@@H]1[C@@]1(C[C@@H](c4ccoc4)OC1=O)[C@@H](C)C[C@@H]2OC3=O | 96 | 102 | 103 | 107 | 96 | 95 | 99 | 99 | 109
Cc1ccc(S(=O)(=O)O)cc1N | 110 | 108 | 101 | 118 | 101 | 99 | 103 | 97 | 106
c1ccc2c(c1)C[C@@H]1OC(CC3=N[C@@H]4c5ccccc5C[C@@H]4O3)=N[C@H]21 | 94 | 102 | 100 | 102 | 99 | 105 | 100 | 102 | 106
NC(=O)c1ccc2c(c1)OCO2 | 109 | 97 | 99 | 100 | 97 | 84 | 107 | 104 | 108
O=C(O)c1cc(F)ccc1O | 106 | 103 | 106 | 95 | 102 | 93 | 104 | 97 | 108
C[C@@H]1CC2C3CCC4=CC(=O)C=C[C@]4(C)[C@@]3(F)[C@@H](O)C[C@]2(C)[C@H]1C(=O)CO (some centres not stated) | 95 | 114 | 85 | 113 | 105 | 99 | 91 | 79 | 106
O=S(=O)(Nc1cccc(Cl)c1)c1ccc(-c2cnc(C3CC3)o2)cc1 | 24 | 16 | 26 | 46 | 51 | -26* | 23 | 0.0* | 20
CC1C(=O)C(C)C(c2ccc(Cl)cc2)NC1c1ccncc1 (configuration not stated) | 98 | 111 | 88 | 130 | 104 | 85 | 93 | 93 | 115
COc1cc2cc(Oc3ccc(NC(=O)Nc4ccc(Cl)c(C(F)(F)F)c4)cc3)c(C)nc2cc1OCCN1CCOCC1 | 24 | 0.8* | 13 | 37 | 32 | 53 | 15 | 42 | 25
CC1(C)Oc2c(ccc(O)c2CN2CCOCC2)C2=C1CCCC2 | 107 | 99 | 94 | 111 | 103 | 94 | nt | 96 | 106
c1ccc2cc(C[n+]3ccn(CCn4cc[n+](Cc5ccc6ccccc6c5)c4)c3)ccc2c1 | 95 | 78 | 93 | 103 | 100 | 88 | 98 | 92 | 103
Cc1cc(C)cc(/C=N/NC(=O)c2ccc(-n3cc(-c4ccccc4)nn3)cc2)c1 | 94 | 101 | 96 | 107 | 95 | 102 | 96 | 93 | 109
CC1CCN(C2=NC(=O)/C(=C\c3ccc(C(C)(C)C)cc3)S2)CC1 | 79 | 95 | 89 | 110 | 82 | nt | 70 | 95 | 90
CCC(=O)Oc1ccc(-c2ccccc2)cc1Br | 112 | 104 | 95 | 112 | 103 | 95 | 103 | 106 | 107
CCNc1nn2ccccc2c1/C=C(/C#N)C(=O)OCC | 96 | 83 | 87 | 92 | 106 | nt | 98 | 90 | 109
CCCCCCCC/C=C\CCCCCCCCOc1ccccc1CC(=O)NCC[N+]1(C)CCOCC1 | 33 | 68 | 22 | 45 | 67 | 48 | 12 | 91 | 85
COc1nnc(-c2ccccc2)c(-c2ccccc2)n1 | 97 | 94 | 93 | 105 | 101 | 94 | 95 | 104 | 104
N#Cc1cccc(NC(=O)c2oc3ccccc3c2-c2cnn(-c3ccccc3)c2)c1 | 84[50 µM] | 74[50 µM] | -9.0*[50 µM] | 71[50 µM] | 92[50 µM] | 86[50 µM] | 85[50 µM] | 81[50 µM] | 105[50 µM]
COc1ccc(CN2C(=O)CSC2c2ccc3c(c2)OCO3)cc1OC (configuration not stated) | 95 | 83 | 90 | 101 | 115 | 93 | 101 | 102 | 115
O/N=C/c1ccc(Cl)c(Cl)c1 | 104 | 112 | 92 | 97 | 108 | nt | 98 | 104 | 115

Assay outcomes deposited in PubChem BioAssay by NCI.
